Screening results from PubChem BioAssay.
Jurkat NFkB inh = inhibitors of induced NF-kB luciferase reporter, primary screen, TCR NF-kB activation inhibitor project, cell-based, luminescence, uHTS; hit rate 0.53% among 330,000; Jurkat, PMA/ionomycin-induced NF-kB luciferase reporter; AID 435003, 2010; inhibition, % at 4 µM; in the data active means inhibition above about 50%
CHOP UPR activ = activators of apoptotic CHOP UPR arm, primary screen, cell-based, CHO-CHOP luciferase reporter, luminescence, uHTS | UPR activation; percent of tunicamycin response over DMSO baseline | activation, % at 10 µM | hit rate 0.34% among 330,000;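 active means at 10 µM dose, activation of 40% or more, normalized to positive control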;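 further: 100% = tunicamycin at 10 µg/mL and 0% = DMSO alone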
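Assay system: CHO-CHOP cells, stable luciferase reporter of PERK-eIF2a-CHOP signalling / Buffer or medium: F12 plus 10% serum / Compound dosing: one dose, 10 µM in 0.5% DMSO / Times: 6 h compound treatment, 37 °C / Technique: luciferase luminescence / Read-out: % reporter activation, DMSO baseline versus tunicamycin full activation / Benchmarks: tunicamycin and DMSO controls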
CCR6 antagonist = CCR6 receptor antagonists, primary screen, cell-based, CHO-K1, luminescence, beta-arrestin, uHTS | C-C chemokine receptor type 6 (Homo sapiens), P51684 | inhibition, % at 20 µM | CHO-K1 CCR6 PathHunter beta-arrestin, CCL20-stimulated | hit rate 0.49% among 340,000;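 active means compounds whose inhibition of the agonist-driven luminescence signal at 20 µM reaches about 50%, limit read from the data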;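 further: cells stimulated with CCL20 at 14 nM final; plate controls were DMSO with CCL20 for no effect and DMSO without agonist for full effect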
Target sequence (P51684 whole entry, looked up): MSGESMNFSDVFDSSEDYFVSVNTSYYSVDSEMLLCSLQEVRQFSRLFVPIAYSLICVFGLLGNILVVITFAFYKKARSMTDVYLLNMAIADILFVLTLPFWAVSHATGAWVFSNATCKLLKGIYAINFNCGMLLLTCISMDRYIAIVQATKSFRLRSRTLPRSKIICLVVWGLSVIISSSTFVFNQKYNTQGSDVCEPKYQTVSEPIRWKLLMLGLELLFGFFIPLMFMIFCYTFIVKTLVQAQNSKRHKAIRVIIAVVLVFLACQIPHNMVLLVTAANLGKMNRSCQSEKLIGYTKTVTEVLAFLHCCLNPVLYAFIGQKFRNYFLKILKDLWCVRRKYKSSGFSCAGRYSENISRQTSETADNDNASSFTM
UPR XBP1 act = activators of adaptive XBP1 UPR arm, primary screen, cell-based, CHO-XBP1 luciferase reporter, luminescence, uHTS; activation, % at 20 µM; IRE1-XBP1 UPR activation; percent of tunicamycin response, DMSO as zero; AID 463104, 2010; hit rate 0.33% among 330,000;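 active means versus positive control, 20 µM dose yields 30% or more activation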;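 further: 100% = tunicamycin at 10 µg/mL and 0% = DMSO only wells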
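Material: CHO cell line with stable XBP1 luciferase reporter; schedule: 16-18 h cell attachment at 37 °C, then 6 h compound exposure; signal: glow luminescence from Steady-Glo reagent; medium: serum-containing F12 medium, 10% FBS; benchmarks: tunicamycin 10 µg/mL and vehicle-only wells; read-out: percent activation relative to tunicamycin reference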
697 NFkB inh = inhibitors of PMA/ionomycin-induced NF-kB reporter, 697 cells, primary screen, B-cell NF-kB inhibitor project, cell-based, luminescence, uHTS; AID 435022, 2010; hit rate 0.33% among 330,000; inhibition, % at 4 µM; 697 B-cell NF-kB luciferase reporter, 16 h; in the data active means inhibition above about 35%
EBI2 block = EBI2 receptor antagonists, beta-arrestin recruitment, primary screen, cell-based, luminescence, 7a,25-OHC stimulation, uHTS; G-protein coupled receptor 183 (Homo sapiens), P32249; 7a,25-OHC stimulated; inhibition, % at 5 µM; hit rate 0.81% among 360,000; AID 651636, 2012; in the data active means inhibition above about 38%;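 further: enzyme fragment complementation signal reports receptor beta-arrestin coupling in cells; 0% = agonist plus DMSO wells and 100% = wells without agonist; some results beyond the cut were filed as inactive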
Target sequence (P32249 whole entry, looked up, the tested form may be a part): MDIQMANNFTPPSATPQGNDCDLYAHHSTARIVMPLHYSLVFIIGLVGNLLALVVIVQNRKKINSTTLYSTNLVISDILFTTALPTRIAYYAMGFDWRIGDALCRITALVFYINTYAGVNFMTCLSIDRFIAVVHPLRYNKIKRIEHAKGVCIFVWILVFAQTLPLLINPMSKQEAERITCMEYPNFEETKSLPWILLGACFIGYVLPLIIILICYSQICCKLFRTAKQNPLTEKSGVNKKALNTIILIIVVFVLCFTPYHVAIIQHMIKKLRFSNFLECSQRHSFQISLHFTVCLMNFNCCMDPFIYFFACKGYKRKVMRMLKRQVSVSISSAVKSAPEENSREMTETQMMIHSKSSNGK
Gli-Sufu antag = Gli-Sufu pathway antagonists, primary screen, luciferase luminescence, Sufu-KO-LIGHT cells, uHTS; inhibition, % at 5 µM; hit rate 0.74% among 340,000; Sufu-KO-LIGHT fibroblasts, Gli luciferase reporter luminescence;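 active means inhibition above about 55%, limit read from the data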;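 further: 0% = DMSO-treated cells and 100% = wells with medium but no cells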
Mdm2-MdmX inh = inhibitors of human Mdm2-MdmX association, primary screen, cell-based, luminescence, split luciferase, SaOS-2, uHTS. inhibition, % at 8 µM. hit rate 3% among 330,000. Protein Mdm4 (Homo sapiens) + E3 ubiquitin-protein ligase Mdm2 (Homo sapiens), …. SaOS-2 split-luciferase Mdm2/MdmX complementation. AID 485346, 2010;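 active means inhibition of at least 50% at 8 µM in the primary screen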
CXCR6 inh = CXCR6 receptor inhibitors, primary screen, cell-based, beta-arrestin, luminescence, CHO-K1 PathHunter, 1536-well. inhibition, % at 20 µM. C-X-C chemokine receptor type 6 (Homo sapiens), O00574. hit rate 0.36% among 360,000; in the data active means inhibition above about 34%, passing the limit was not always enough;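 further: antagonist mode with CXCL16 agonist at 10 nM final; 0% = 10 nM CXCL16 with DMSO and 100% = unstimulated wells without agonist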
Target sequence (O00574 whole entry, looked up): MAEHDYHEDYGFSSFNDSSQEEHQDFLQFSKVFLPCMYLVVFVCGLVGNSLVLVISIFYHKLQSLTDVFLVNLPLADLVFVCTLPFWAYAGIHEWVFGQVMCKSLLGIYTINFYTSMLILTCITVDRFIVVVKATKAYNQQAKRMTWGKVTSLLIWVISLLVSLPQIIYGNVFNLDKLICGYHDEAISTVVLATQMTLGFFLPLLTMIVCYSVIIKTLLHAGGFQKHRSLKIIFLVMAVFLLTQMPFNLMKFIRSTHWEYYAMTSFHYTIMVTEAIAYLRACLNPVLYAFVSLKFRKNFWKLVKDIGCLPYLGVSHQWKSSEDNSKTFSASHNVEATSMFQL
Starred values were filed as active, the others as inactive; / = not tested or not shown.

SMILES | Jurkat NFkB inh | CHOP UPR activ | CCR6 antagonist | UPR XBP1 act | 697 NFkB inh | EBI2 block | Gli-Sufu antag | Mdm2-MdmX inh | CXCR6 inh
Cc1ccc(CN2CCN(CC(C)C)C(CCO)C2)s1 (stereo not drawn) | -40 | 1.7 | 10 | 1 | -39 | 9 | / | -84 | 12
CCOC(=O)c1sc(NC(=O)c2ccccc2C(=O)O)c(C(=O)OCC)c1C | 11 | -0.2 | 11 | 1 | 8 | 2 | 6 | -9 | -5
O=c1[nH]c(CN2CCc3ccccc32)nc2scc(-c3cccs3)c12 | -5 | 1.1 | 22 | -2 | 1 | 5 | 4 | 26 | -2
CC(=O)Nc1ccccc1-c1nc2ccccc2nc1OCC(=O)c1ccc(Br)cc1 | 8 | -0.6 | 19 | -1 | 0 | 9 | 0 | 17 | 5
CCOc1ccc(N(CC(=O)Nc2ccccc2C(=O)N2CCCC2)S(C)(=O)=O)cc1 | 15 | 0.8 | 2 | 0 | -13 | -5 | -3 | 7 | -1
CN(CC(=O)Nc1cccc(F)c1)C(=O)CSc1nc2ccccc2s1 | -5 | 0.8 | 10 | -4 | -2 | 1 | 1 | 0 | -4
CCN(CC(=O)Nc1cc(Cl)ccc1C)c1ncnc2sc(C)c(C)c12 | 4 | -0.9 | 14 | -2 | 14 | -1 | 21 | 23 | -2
Cc1noc(C)c1COC(=O)CCN1c2ccccc2Sc2ccccc21 | -14 | -0.1 | 38 | -1 | -2 | 27 | -8 | 5 | 8
CC(C)C(NS(=O)(=O)c1cccs1)C(=O)N1CCc2ccccc2C1 (stereo not drawn) | -6 | -0.1 | 16 | -1 | 10 | 12 | -2 | 25 | 1
Cc1cc(O)c(NC(=O)c2ccco2)cc1C | -8 | 2.1 | -5 | 2 | -34 | -7 | -11 | -5 | 5
N#Cc1ccccc1S(=O)(=O)N1CCN(C(=O)CCC2CCCC2)CC1 | 2 | -2.5 | 8 | -2 | -16 | -2 | -4 | -16 | -5
Cc1nn(-c2ccc(C(F)(F)F)cn2)c(C)c1Oc1ccccc1O | -11 | 0.8 | -1 | -1 | -2 | -2 | 1 | -6 | -1
Cc1ccc(NC(=S)NCc2cccs2)cc1 | -2 | 4.9 | 0 | -5 | -12 | -1 | -12 | 10 | -8
CN(C)C(=O)Cn1c(SCC(=O)Nc2ccc3c(c2)OCO3)nc2ccccc21 | 8 | -3.1 | -7 | 0 | 0 | 0 | -4 | 24 | -8
Cn1c(SCC(=O)Nc2ccccc2F)nnc1-c1ccc(S(=O)(=O)N2CCOCC2)cc1 | 3 | 1.1 | -5 | 1 | 19 | 2 | 2 | -3 | -1
Cn1nnc(NC(=O)c2cccc(OCc3ccccc3)c2)n1 | 4 | 2.0 | -4 | 4 | -4 | 2 | -16 | -4 | -2
Cc1cc(C)n2nc(C)c(-c3ccccc3)c2n1 | -7 | 1.5 | 0 | 1 | -39 | 0 | 0 | -1 | 4
COc1ccc(CC(=O)NNc2ncnc3c2cnn3-c2ccc(C)cc2)cc1 | 10 | -0.4 | -1 | -3 | 11 | -14 | 19 | 31 | -5
CC1=C(C#N)C(=O)N(C2CCS(=O)(=O)C2)C(=O)/C1=C\c1ccco1 (stereo not drawn) | 6 | -0.9 | / | 2 | 10 | / | / | 26 | /
O=C1NN=C(c2ccccc2)CC1c1c[nH]c2ccccc12 (stereo not drawn) | 1 | 1.2 | -6 | 6 | 23 | -3 | -3 | 10 | -4
CCN=C1SC(CC(=O)Nc2ccccc2OCC)C(=O)N1CC (stereo not drawn) | -7 | 0.7 | 0 | -2 | 8 | -2 | 6 | 29 | -6
Cc1ccc(-n2nnc3c(=O)oc4ccccc4c32)cc1 | -4 | 1.0 | -15 | 7 | 0 | -19 | 18 | 18 | 24
Cc1ccc(NC(=O)C2CC(=O)Nc3nc4ccccc4n32)c(C)c1 (stereo not drawn) | -5 | 5.0 | -2 | 0 | 17 | -4 | -4 | 27 | -4
CC(C)(C)CC(=O)Nc1ccc(-c2cn3cccnc3n2)cc1 | -47 | 3.0 | -4 | 0 | -52 | -7 | -54 | -46 | -4
COc1ccc(-n2c(SCC(N)=O)nc3sc4c(c3c2=O)CCN(C)C4)cc1 | 5 | -2.5 | 9 | 1 | 2 | -11 | 3 | 9 | 0
O=C(CC1C(=O)NCCN1CC1CCCCC1)NCc1cccc(F)c1F (stereo not drawn) | -9 | -1.6 | 5 | 4 | -11 | 8 | -4 | 8 | 8
O=S(=O)(Nc1ccc(N2CCOCC2)cc1)c1ccc(F)cc1F | -28 | 0.1 | -9 | -2 | 14 | -5 | -16 | -4 | 5
COc1cc2ccccc2cc1C(=O)N1CCN(c2ccccc2O)CC1 | -5 | 0.8 | -4 | -2 | 3 | 41 | -5 | 34 | -3
CCCCSC(=S)N(C)C1CCS(=O)(=O)C1 (stereo not drawn) | -21 | -0.4 | 9 | 1 | 10 | -10 | -5 | -18 | -5
Cc1ccc(C)c(NC(=S)N(C)CCc2ccccn2)c1 | 17 | -0.3 | 3 | -1 | 6 | -13 | -9 | -12 | 11
CC(=O)OC1CC(C)(C)N(OC(=O)CCCN2C(=O)c3ccccc3C2=O)C(C)(C)C1 | -1 | -0.8 | -12 | -1 | -2 | 2 | -3 | -1 | 2
COC(=O)c1ccccc1OCC(=O)NC1CCCCC1 | -15 | 3.4 | 13 | 3 | -25 | 9 | -30 | -15 | 4
CC(C)(C)OC(=O)N(Cc1ccccc1)Cc1ccccc1OCc1cccc(NC(=O)c2ccccc2)c1 | / | / | 9 | / | / | 9 | 31 | / | 9
O=C(CN1C(=O)/C(=C/c2cccc(Br)c2)SC1=S)Nc1cccnc1 | 1 | -0.8 | 19 | 1 | 10 | -2 | -2 | -6 | 4
CC(C)(C)NC(=O)CN(Cc1ccco1)C(=O)CCC(=O)Nc1nccs1 | -3 | 1.5 | 5 | -3 | 13 | -6 | 24 | -11 | 2
Cc1nc(NC(=O)CSc2nnc(N)s2)c(Cl)cc1Cl | -11 | 0.0 | -6 | 0 | -1 | -15 | 8 | 13 | 4
CCCCNC(=S)N/N=C/c1sccc1C | -2 | 1.0 | 24 | -1 | 2 | 33 | -24 | 4 | 8
Cc1cc(NC(=O)CCCSc2nc(-c3ccco3)cc(C(F)(F)F)n2)n(-c2ccccc2)n1 | -1 | -1.0 | 2 | -2 | -19 | 13 | -2 | 10 | 5
C[N+](C)(CC#N)C/C=C\c1ccccc1 | 1 | -1.3 | 4 | 1 | 3 | 3 | -4 | 21 | 1
Cc1nc(SCc2ccccc2)c([N+](=O)[O-])[nH]1 | -9 | -1.4 | 3 | -3 | -12 | -10 | -14 | -23 | 8
COCCNS(=O)(=O)c1cc(OC)ccc1OC | 11 | -0.2 | 2 | -3 | 7 | -12 | -3 | -16 | 3
COc1ccc(-c2nn(-c3ccccc3)cc2/C=N/NC(N)=S)cc1OC | / | / | 14 | / | / | 9 | 27 | / | 12
CCN1CCN(Cc2nnc(-c3ccccc3)o2)CC1 | -16 | 0.4 | -4 | 10 | 12 | -18 | 9 | -21 | -2
O=C(O)C1CSC(c2ccccc2)N1C(=O)c1ccco1 (stereo not drawn) | -8 | 9.3 | 7 | 1 | 4 | 3 | -5 | -30 | -5
O=C(/C=C/c1ccccc1)NCC1(c2ccccc2)CCOCC1 | 3 | 1.1 | 7 | -1 | 9 | 16 | -6 | 7 | 7
N#Cc1nc(-c2ccco2)oc1N1CCc2ccccc2C1 | -8 | 0.7 | 11 | 4 | 2 | 12 | -11 | 13 | 10
C=CCn1c(COc2cccc(C)c2)nnc1SCn1nnc2ccccc2c1=O | 8 | 2.1 | -2 | 0 | -5 | -5 | -14 | 22 | -10
CC(C)C1Oc2ccccc2C(=O)N(CC(=O)c2ccc3c(c2)OCCO3)C1=O (stereo not drawn) | -65 | 8.8 | 6 | -2 | -171 | 12 | -79 | -87 | 3
COc1ccc(Cc2noc(CN3CCCN(C4Cc5ccccc5C4)CC3)n2)cc1OC | -1 | 1.4 | 8 | -3 | 19 | -6 | -7 | 21 | 7
O=C(N/N=C/c1ccc(F)cc1)c1ccc(-n2cnnn2)cc1 | -13 | -0.7 | 1 | 0 | 8 | 7 | 46 | 2 | -4

Part of the list above, comma-delimited:
SMILES,Jurkat NFkB inh,CHOP UPR activ,CCR6 antagonist,UPR XBP1 act,697 NFkB inh,EBI2 block,Gli-Sufu antag,Mdm2-MdmX inh,CXCR6 inh
O=C(N/N=C/c1ccc(F)cc1)c1ccc(-n2cnnn2)cc1,-13,-0.7,1,0,8,7,46,2,-4
C=CCn1c(COc2cccc(C)c2)nnc1SCn1nnc2ccccc2c1=O,8,2.1,-2,0,-5,-5,-14,22,-10

Part of the list above, with two lines to a compound.
Second line of a record – Jurkat NFkB inh | CHOP UPR activ | CCR6 antagonist | UPR XBP1 act | 697 NFkB inh | EBI2 block | Gli-Sufu antag | Mdm2-MdmX inh | CXCR6 inh
> Cc1nc(SCc2ccccc2)c([N+](=O)[O-])[nH]1
→ -9 | -1.4 | 3 | -3 | -12 | -10 | -14 | -23 | 8
> COCCNS(=O)(=O)c1cc(OC)ccc1OC
→ 11 | -0.2 | 2 | -3 | 7 | -12 | -3 | -16 | 3
> COc1ccc(-c2nn(-c3ccccc3)cc2/C=N/NC(N)=S)cc1OC
→ / | / | 14 | / | / | 9 | 27 | / | 12
> CCN1CCN(Cc2nnc(-c3ccccc3)o2)CC1
→ -16 | 0.4 | -4 | 10 | 12 | -18 | 9 | -21 | -2
> O=C(O)C1CSC(c2ccccc2)N1C(=O)c1ccco1 (stereo not drawn)
→ -8 | 9.3 | 7 | 1 | 4 | 3 | -5 | -30 | -5
> O=C(/C=C/c1ccccc1)NCC1(c2ccccc2)CCOCC1
→ 3 | 1.1 | 7 | -1 | 9 | 16 | -6 | 7 | 7
> N#Cc1nc(-c2ccco2)oc1N1CCc2ccccc2C1
→ -8 | 0.7 | 11 | 4 | 2 | 12 | -11 | 13 | 10
> C=CCn1c(COc2cccc(C)c2)nnc1SCn1nnc2ccccc2c1=O
→ 8 | 2.1 | -2 | 0 | -5 | -5 | -14 | 22 | -10
> CC(C)C1Oc2ccccc2C(=O)N(CC(=O)c2ccc3c(c2)OCCO3)C1=O (stereo not drawn)
→ -65 | 8.8 | 6 | -2 | -171 | 12 | -79 | -87 | 3
> COc1ccc(Cc2noc(CN3CCCN(C4Cc5ccccc5C4)CC3)n2)cc1OC
→ -1 | 1.4 | 8 | -3 | 19 | -6 | -7 | 21 | 7
> O=C(N/N=C/c1ccc(F)cc1)c1ccc(-n2cnnn2)cc1
→ -13 | -0.7 | 1 | 0 | 8 | 7 | 46 | 2 | -4
